High-throughput results: PubChem BioAssay, Broad Institute
PAX8 reporter – lowers PAX8-driven luciferase in RMG-I cells; RMG-I TPO-luciferase reporter, SteadyGlo, 24 h; inhibition, % at 12.6 µM; 360,000 tested, 1.2% active; AID 652154;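 active = mean replicate inhibition at least 60% with every replicate also reaching 60%; inconclusive = only one of the two criteria is met; inactive = mean below 60% and not all replicates reaching 60%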;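 note: luciferase light reporting Pax8 driven TPO promoter activity; plate controls were median of neutral control wells for no effect and mitoxantrone controls for full effect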
F508del corr – CFTR F508del correction in bronchial cells. CFBE cells, YFP halide quenching; stimulated with forskolin plus potentiator P3; % fluorescence drop versus neutral controls. activity (quench increase), % at 7.58 µM. 350,000 tested, 0.36% active. AID 720511;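 active = mean added fluorescence quench of at least 8% versus neutral control, with both replicates also reaching 8%; inconclusive = only one of the mean or replicate conditions met; inactive = mean below 8% and not both replicates reaching 8%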;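 note: cells transiently co-express mutant CFTR-F508del with the halide-sensitive YFP; corrector assay measuring rescue of mutant channel to the surface after 24 h compound exposure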
GSIS activator – primary screen for activators of insulin secretion dependent on glucose, INS-1E cells, GLuc reporter luminescence; activation, % at 16.6 µM; 370,000 tested, 0.61% active; INS-1E GLuc reporter insulin secretion, 2-3 h; AID 743287;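 active = lowest replicate activation of at least 40%, so every replicate reaches that level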;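 note: 0% = median of neutral control wells and 100% = median of IBMX positive control wells; some compounds called inactive have numbers as strong as hits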
Xi reactivation – reactivates the inactive X chromosome in mouse fibroblasts; activation, % at 7.58 µM; 360,000 tested, 0.055% active; XiGFP mouse fibroblasts, % GFP-positive cells imaging, 3 d; cells co-treated with 5-aza-dC sensitizer; scaled so ellipticine positive control = 100%;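 active = mean normalized replicate activation at least 10% and every replicate at or above 10%; inconclusive = only one of the two criteria met; inactive = mean below 10% and not all replicates reach 10%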;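 note: 0% = median of on-plate neutral control wells and 100% = ellipticine 6 µM median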
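assay system = SV40-immortalized XiGFP fibroblast cells, line 68-5-11 | buffer or medium = DMEM plus 5-aza-dC sensitizer | doses = single-point pinned compound dosing | times = 3-day compound exposure, then 15 min fixation at room temperature | benchmarks = positive control ellipticine, 6 µM final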
EWS-Fli block – EWS/Fli transcriptional activity inhibition | A673 NR0B1-luciferase reporter, viability-normalised | inhibition, % at 12.6 µM | 350,000 tested, 0.67% active | AID 651661;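 active = mean inhibition of at least 50% after viability correction, with every replicate also passing that limit; inconclusive = mean reaches 50% but only one of two replicates passes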;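 note: firefly luciferase signal divided by Alamar Blue viability fluorescence both relative to DMSO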
ARNT-TACC3 inh – disrupts binding between human ARNT and TACC3 | Q9Y6A5 | AlphaScreen His-ARNT PAS-B/GST-TACC3 binding, luminescence; TACC3 fragment carries E629A point mutation | inhibition, % at 9.99 µM | 390,000 tested, 0.66% active | AID 623870;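 active = mean inhibition of replicates at least 50% and at least half of replicates each reaching 50%; inconclusive = half or more replicates reach 50% but mean below 50%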;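 note: 0% = complete ARNT plus TACC3 wells and 100% = ARNT alone without TACC3; many hits fall short of the cut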
ERp5 inh – blocks human ERp5 reductase activity on insulin; Q15084; ERp5 insulin aggregation, absorbance 650 nm, 90 min; inhibition, % at 9.99 µM; 350,000 tested, 0.05% active; AID 651711;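 active = mean replicate inhibition above about 25%, with every replicate also reaching it, limit read from the data, passing the limit was not always enough; inconclusive = only one of those two criteria met; inactive = neither criterion met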
Target sequence (Q15084 whole entry, looked up): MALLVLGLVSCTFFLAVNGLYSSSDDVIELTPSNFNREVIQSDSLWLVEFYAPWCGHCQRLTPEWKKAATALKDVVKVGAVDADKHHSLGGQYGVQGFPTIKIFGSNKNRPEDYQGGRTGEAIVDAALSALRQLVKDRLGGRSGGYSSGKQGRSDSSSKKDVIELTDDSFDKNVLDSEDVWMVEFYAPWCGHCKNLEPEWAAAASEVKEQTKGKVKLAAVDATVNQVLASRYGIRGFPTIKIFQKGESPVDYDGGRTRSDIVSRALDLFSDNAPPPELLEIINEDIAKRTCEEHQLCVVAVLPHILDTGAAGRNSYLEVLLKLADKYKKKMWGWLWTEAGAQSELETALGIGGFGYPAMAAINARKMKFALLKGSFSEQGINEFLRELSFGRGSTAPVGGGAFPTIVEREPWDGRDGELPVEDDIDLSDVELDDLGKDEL
DENV2 CPE rescue – inhibitors of DENV2 cytopathic effect | DENV2-infected cells, cytopathic effect rescue, plate reader | CPE inhibition, % at 9.99 µM | 350,000 tested, 1.7% active; in the data active = CPE inhibition above about 20%, passing the limit was not always enough; inconclusive = no clear call, values can overlap the other calls; tested in BHK-21 cells;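 note: 0% = median of neutral control wells and 100% = median of positive control wells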
Numbers without * were called inactive; ? = inconclusive; nt = not tested or not shown; & = joins results of further samples.

item	smiles	PAX8 reporter	F508del corr	GSIS activator	Xi reactivation	EWS-Fli block	ARNT-TACC3 inh	ERp5 inh	DENV2 CPE rescue
1	CO[C@@H]1CN(C)C(=O)c2ccc(NS(C)(=O)=O)cc2OC[C@@H](C)N(CCC(F)(F)F)C[C@H]1C	-9	0.3	-8	-0.1	-2	-7	-4	-7
2	CC(OC(=O)CCNS(=O)(=O)c1ccc(Cl)cc1)C(=O)N(C)Cc1ccccc1 (stereo not drawn)	2	4.0	-6	-0.1	-10	nt	2	-1
3	Cc1ccc2nc(N(CCCN(C)C)C(=O)CCc3ccccc3)sc2c1	-38	-0.1	nt	0.0	24	-2	3	?
4	O=C(NCc1ccc(F)cc1)[C@H]1[C@H](CO)[C@H]2Cn3c(cccc3=O)[C@H]2N1C(=O)C1CC1	-12	-1.9	6	-0.1	-7	-9	3	2
5	CCN(CC)C(=O)Cn1cc(C(=O)C(=O)NCCCN2CCOCC2)c2ccccc21	7	-1.0	15	0.1	nt	-1	8	2
6	O=C(Nc1ccc(-c2cn3c(n2)SCC3)cc1)c1ccco1	-128	1.5	nt	0.0	-94	4	2	-1
7	O=C(CN1CCOc2ccccc21)NC1CCCCCCC1	-1	-2.5	-6	0.1	-4	2	0	0
8	COc1cccc(NC(=O)N(C)C[C@H]2Oc3cc(C#Cc4ccccc4)ccc3S(=O)(=O)N([C@H](C)CO)C[C@@H]2C)c1	17	2.5	2	-0.7	27	-6	-2	4
9	COc1ccc2c3c(n(C)c2c1)[C@@H](CO)N(Cc1ccccc1F)CC31CCN(C(=O)C2CCCC2)CC1	12	5.2	-9	0.2	27	nt	1	3
10	Cc1noc(C)c1S(=O)(=O)N(C)C[C@@H]1Oc2ccc(NC(=O)c3ccncc3)cc2CC(=O)N([C@@H](C)CO)C[C@@H]1C	3	0.1	7	0.1	-4	24	5	-8
11	CCC1(c2ccccc2)NC(=O)N(CC(=O)Nc2cccnc2Cl)C1=O (stereo not drawn)	5	0.4	-5	0.0	6	-2	6	5
12	O=C(CSc1nccc(=O)[nH]1)NC1CCCCCCC1	-3	0.7	nt	0.6	-3	-14	-1	2
13	COC(=O)c1ccc(/C=C/c2c(-c3ccsc3)sc3ccccc23)cc1	9	0.6	11	-0.3	5	-5	14	-5
14	CC1CCCCN1S(=O)(=O)c1ccc(C(=O)Nc2ccccc2-c2nc3ccccc3s2)cc1 (stereo not drawn)	18	-3.8	nt	-0.1	2	-1	-3	-9
15	CNC(=O)C[C@H]1CC[C@@H]2[C@@H](COc3ccc(NC(=O)c4cc(F)cc(F)c4)cc3C(=O)N2C)O1	-34	-4.5	0	0.0	-22	7	-1	-5
16	CC(N=C(NC#N)Nc1ccncc1)C(C)(C)C (stereo not drawn)	2&-11	-5.1&4.4	-3	0.3&0.2	-3&0	3&-1	-2&8	?
17	COc1cccc(C#Cc2ccc3c(c2)[C@@H]2[C@@H](CCN2S(=O)(=O)c2ccccc2)[C@@H](CO)N3)c1	6	0.4	26	0.2	nt	nt	-1	45*
18	CCOC(=O)N1CCN(S(=O)(=O)N2CCCC(C(=O)NCCCN3CCCCC3CC)C2)CC1 (stereo not drawn)	37	-0.6	5	0.1	nt	2	0	9
19	C[C@@H]1ON(C)[C@H]2C[C@H]3c4[nH]c5c(-c6cccc(Cl)c6)cccc5c4CCN3C(=O)[C@@H]12	23	-0.4	-16	2.1	6	nt	2	0
20	C[C@@H]1CN([C@@H](C)CO)C(=O)c2cc(NC(=O)Nc3ccccc3)ccc2O[C@@H](C)CCCCO[C@@H]1CN(C)C	-9	1.8	26	0.3	0	-3	0	1
21	CN(C)c1ccc2c(c1)[C@@H]1C[C@@H](CC(=O)NCc3ccccc3F)O[C@@H](CO)[C@@H]1O2	nt	0.1	19	0.0	-8	nt	nt	-1
22	CCCC(=O)Nc1ccc2c(c1)OC[C@@H](C)N(Cc1ccccc1F)C[C@H](C)[C@@H](OC)CN(C)C2=O	16	1.6	-39	0.0	8	-10	-3	nt
23	COc1ccc(C2=NN(c3nc4ccccc4s3)C(=O)C2)cc1	13	3.6	9	-0.1	23	15	-1	8
24	O=C(C[C@@H]1CC[C@H]2[C@@H](COC[C@@H](O)CN2S(=O)(=O)c2ccccc2Cl)O1)NCc1ccccc1Cl	-3	-4.3	-10	0.3	-1	-2	13	-9
25	C[C@@H]1CN([C@H](C)CO)C(=O)CCCn2nncc2CO[C@@H]1CN(C)C(=O)c1cc(-c2ccccc2)on1	-15&5	-1.8&-2.9&-3.6	-3&10	-0.2&0.5	3&-9&2	6&-10	1&2&3	?
26	C[C@@H]1CN([C@H](C)CO)S(=O)(=O)c2ccc(-c3cccc(C#N)c3)cc2O[C@@H]1CN(C)C(=O)Nc1ccccc1F	nt	-0.8	-31	-0.7	8	-9	-8	-3
27	O=C(C[C@@H]1CC[C@@H](NC(=O)c2ccncc2)[C@@H](CO)O1)NCC1CCCCC1	-6	-2.9	-5	-0.2	-34	-1	-5	-1
28	C[C@@H]1CN([C@H](C)CO)C(=O)CCCn2cc(nn2)CO[C@H]1CN(C)Cc1ccc(O)cc1	nt	-4.0	4	-0.1	9	-5	2	-4
29	CCC[C@@H]1CCCO[C@@](C(=O)NCCN2CCOCC2)(C(F)(F)F)C1	3	-2.2	-1	0.7	-5	nt	2	20
30	C=Cc1ccc(Cn2c(C)c(C(=O)NCc3ccc4c(c3)OCO4)sc2=O)cc1	0	-1.5	-31	0.0	0	nt	-4	11
31	Cc1nc2c(-c3ccccc3)c[nH]n2c(=O)c1Cc1ccccc1	-131	1.4	-21	0.1	-39	-5	5	4
32	COc1ccc(S(=O)(=O)N(C)C[C@@H]2Oc3ccc(NC(=O)CCCCCC(=O)Nc4ccccc4N)cc3CC(=O)N([C@@H](C)CO)C[C@@H]2C)cc1	9	-1.4	18	0.1	19	3	5	6
33	CCOC(=O)C(=O)Nc1nnc(COc2ccccc2)s1	16	-0.4	3	0.6	5	8	-1	-3
34	Cc1occc1-c1nnc(SCC(=O)c2ccc3c(c2)OCCO3)n1CC1CCCO1 (stereo not drawn)	21	-0.2	-23	0.0	9	nt	3	0
35	Cc1ccc(S(=O)(=O)Nc2cccc3c2O[C@@H](CN(C)C(=O)Nc2ccc(F)cc2)[C@H](C)CN([C@H](C)CO)C3=O)cc1	-27	0.2	-14	0.0	-11	-5	3	0
36	C[C@@H]1CN(S(=O)(=O)c2c(F)cccc2F)CCN1S(=O)(=O)c1ccc2c(c1)OCCO2	1	-1.0	-10	0.6	0	-5	1	-15
37	O=C1CC(c2ccc(O)c(O)c2)Oc2cc(O)cc(O)c21 (stereo not drawn)	nt	-5.2	nt	nt	19	-25	-1	-4
38	COc1ccc2c(c1OC)C(=O)N1C2SC[C@H]1C(=O)NC1CC1 (stereo partly drawn)	nt	0.3	nt	nt	3	-2	-4	?
39	C#Cc1cccc(NC(=O)CSc2nnc(-c3ccc(C(F)(F)F)cn3)o2)c1	-37	-0.3	12	7.2	-60	13	5	0
40	CN1CCC(=O)N(CCSc2ccccc2)CC1	-76	-3.2	3	0.2	-42	-1	-4	1
41	O=C(O)c1nnn(-c2ccc([N+](=O)[O-])cc2)c1-c1ccccc1	1	-0.1	18	0.0	13	-9	-3	0
42	O=C(CCN1CCCCC1)N[C@@H]1CC[C@H](CC(=O)N2CCC(Cc3ccccc3)CC2)O[C@@H]1CO	-1	-4.1	-2	0.6	-1	-10	9	2
43	O=c1[nH]c(=O)n2c(c1-c1ccccc1)OC(CBr)C2 (stereo not drawn)	-4	nt	nt	0.0	-5	nt	7	75*
44	COc1ccc2c(=O)cc(CO)oc2c1	-4	-1.5	35	0.7	4	1	2	9
45	Cc1nnc(C)n1N	15	-0.1	-8	0.2	5	-2	-2	-3
46	CC=Cc1ccc2n(c1=O)C[C@H]1[C@H](CO)[C@@H](C(=O)NCCC)[C@@H]2N1C(=O)c1ccccc1F (mixture of isomers)	-8	2.1	4	0.2	-2	-2	3	?
47	C/C=N/NC(=O)CCCC(=O)N/N=C/C	14	nt	23	0.1	nt	7	nt	nt
48	CCCNC(=O)N(C)C[C@H]1Oc2ncc(C#Cc3ccccc3F)cc2C(=O)N([C@H](C)CO)C[C@H]1C	nt	2.2	-6	0.2	-1	-9	0	16
49	O=C1C=C(Nc2ccc(F)cc2)c2ccccc2C1=O	-82	-1.0	-9	0.3	-52	-1	7	1
50	CCS(=O)(=O)N1CC2(C1)[C@@H](c1ccccc1)[C@H](CO)N2Cc1ccc(F)cc1	-9	-1.6	-6	0.0	2	nt	1	35*

More compounds follow.
item	smiles	PAX8 reporter	F508del corr	GSIS activator	Xi reactivation	EWS-Fli block	ARNT-TACC3 inh	ERp5 inh	DENV2 CPE rescue
51	CN1C(=O)c2cc(NC(=O)C3CC3)ccc2OC[C@H]2O[C@H](CC(=O)NCCc3ccncc3)CC[C@H]21	-4	-1.2	-10	0.0	-2	-31	-11	3
52	Cc1ccc(S(=O)(=O)N[C@H]2CC[C@H](CCn3cc(C4CC4)nn3)O[C@@H]2CO)cc1	5	-1.0	1	0.7	1	-13	-1	3
53	O=C(c1cccc(F)c1)N1CCCCN2[C@H](CO)[C@H](c3ccc(-c4ccc(F)cc4)cc3)[C@H]2C1	41	-2.7	nt	nt	-1	5	-4	-5
54	Cc1nc2c(cc1C(=O)N/N=C/c1ccc([N+](=O)[O-])cc1)c(=O)n(C)c(=O)n2C	-4	nt	6	0.4	nt	-2	nt	nt
55	CC(C)C(=O)Nc1ncc(Cc2ccccc2Cl)s1	-11	3.5	0	0.1	-3	4	4	11
56	Cc1cc(SCC(=O)c2ccc(Cl)cc2)nc(=O)[nH]1	-71	2.8	-2	0.0	nt	2	5	1
57	CN(C)CCCNC(NC(=O)c1cccs1)C(Cl)(Cl)Cl (stereo not drawn)	2	nt	9	0.1	nt	-5	nt	nt
58	C[C@@H]1CN([C@@H](C)CO)C(=O)Cc2cc(NS(C)(=O)=O)ccc2O[C@H]1CN(C)S(C)(=O)=O	nt	-0.7	-2	0.0	-7	-7	3	-6
59	CCOC(=O)c1c(C)[nH]c(C(=O)COC(=O)/C=C/c2ccc(OCC#N)c(OC)c2)c1C	4	-2.1	0	0.5	-5	0	1	-12
